# TAAR1 antagonist = antagonists of human TAAR1; Q96RJ0; CHO RD-HGA16 TAAR1, Fluo-8 calcium fluorescence, antagonist; inhibition, % at 3 µM; 360,000 tested, 1.5% active; AID 624466;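 active = inhibition above a per-plate cutoff, the mean inhibition of test compounds on that plate plus 3 SD, cut at about 49% in these data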;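 note: 0% = DMSO plus EC80 beta-PEA response and 100% = DMSO alone without agonist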
# Target sequence (Q96RJ0 whole entry, looked up): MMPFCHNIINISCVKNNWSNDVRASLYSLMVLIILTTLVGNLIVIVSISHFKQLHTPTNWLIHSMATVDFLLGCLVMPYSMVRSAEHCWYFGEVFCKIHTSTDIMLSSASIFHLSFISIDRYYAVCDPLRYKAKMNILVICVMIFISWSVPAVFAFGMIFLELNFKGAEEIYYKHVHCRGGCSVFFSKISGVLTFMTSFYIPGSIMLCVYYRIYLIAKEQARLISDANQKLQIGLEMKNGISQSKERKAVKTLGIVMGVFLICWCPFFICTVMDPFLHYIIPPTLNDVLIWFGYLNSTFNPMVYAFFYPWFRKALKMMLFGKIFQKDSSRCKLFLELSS
#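 Test system: RD-HGA16 CHO cells with stable hTAAR1 and Gα16 / Probe or stimulus: EC80 β-phenethylamine stimulus / Times: seeding 17-24 h prior, 75-min 37 °C, 30-min RT dye loading / Detection: Fluo-8 calcium-sensitive fluorescence / Read-out basis: % inhibition scaled between DMSO and EC80 PEA controls / Repeats: singlicate, one well per test compound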
# CHRM1 agonist = agonists of human M1 muscarinic receptor; CHO-K1 hM1, Fluo-8 calcium fluorescence, agonist mode; 0% DMSO, 100% acetylcholine EC100; AID 588814; 360,000 tested, 0.33% active; P11229; activation, % at 3 µM;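 active = activation above the run's mean compound activation plus 3 SD, cut at about 16% in these data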;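 note: peak over basal fluorescence ratio within a 140 s kinetic read after compound addition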
# CHRM1 antagonist = blocks human M1 muscarinic receptor; CHO-K1 hM1, Fluo-8 calcium fluorescence, ACh EC80 antagonist; inhibition, % at 3 µM; 360,000 tested, 1.3% active; AID 588852;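 active = percent inhibition above its own plate's cutoff, namely the mean of that plate's compound wells plus 3 SD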;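 note: peak over basal fluorescence ratio during 140 s after agonist addition; 0% = ACh EC80 plus DMSO and 100% = DMSO alone without agonist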
# TAAR1 ag = human TAAR1 agonism; 360,000 tested, 0.99% active; Q96RJ0; activation, % at 3 µM; AID 624467; CHO RD-HGA16 TAAR1, Fluo-8 calcium fluorescence; vehicle wells 0%, saturating PEA agonist 100%;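 active = activation above the mean activation of all test compounds in the run plus 3 SD, cut at about 38% in these data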
#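 Assay system – CHO-derived RD-HGA16 cells with stable Gα16 and human TAAR1 · Compound dosing – one-point dosing at 3 µM (nominal) · Incubation – 17-24 h seeding, 75 min 37 °C dye, 30 min RT · Measured by – kinetic Fluo-8 calcium fluorescence · Control set – DMSO vehicle as 0%, PEA at EC100 as 100% · Repeats – single well for each compound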
# M1 PAM parental = nonselective activator or artifact in parental CHO-K1 calcium assay; activation, % at 3 µM; AID 602247; 360,000 tested, 0.02% active; ATP EC20, Fluo-8 calcium fluorescence; 0% at ATP EC20, 100% at ATP max;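 active = activation above the run cutoff, the mean activation of all test compounds plus 3 SD, cut at about 40% in these data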;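 note: peak over basal fluorescence ratio in a 140 s read after ATP addition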
# CHO-K1 Ca antag = M1 antagonist counterscreen hit in parental CHO-K1 cells; 360,000 tested, 0.6% active; inhibition, % at 3 µM; ATP-induced calcium, Fluo-8 fluorescence;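 active = inhibition above a per-plate cutoff, the plate's mean sample inhibition plus 3 SD, cut at about 24% in these data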;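 note: 0% = DMSO plus EC80 ATP and 100% = DMSO alone without ATP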
# CHO-K1 Ca ag = counter-screen for M1 agonists: effect in parental CHO-K1 cells; activation, % at 3 µM; AID 602248; Fluo-8 calcium fluorescence; scaled to maximal ATP response, vehicle zero; 360,000 tested, 0.48% active; in the data active = activation above about 15%;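 note: untransfected CHO-K1 host cells lacking M1 receptor as counterscreen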
# OXTR potentiator = human OXTR potentiation. 320,000 tested, 0.061% active. activation, % at 3 µM. AID 2445. CHO-OTR cells, Fluo-8 calcium fluorescence, potentiator mode; 0% = oxytocin EC15, 100% = EC100;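 active = activation above that plate's cutoff, the mean activation of tested compounds plus 3 SD, cut at about 6.6% in these data, passing the limit was not always enough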;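 note: 100% uses oxytocin at 75 nM as the full agonist control; some results filed as inactive read as strong as hits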
# Target sequence (P30559 whole entry, looked up): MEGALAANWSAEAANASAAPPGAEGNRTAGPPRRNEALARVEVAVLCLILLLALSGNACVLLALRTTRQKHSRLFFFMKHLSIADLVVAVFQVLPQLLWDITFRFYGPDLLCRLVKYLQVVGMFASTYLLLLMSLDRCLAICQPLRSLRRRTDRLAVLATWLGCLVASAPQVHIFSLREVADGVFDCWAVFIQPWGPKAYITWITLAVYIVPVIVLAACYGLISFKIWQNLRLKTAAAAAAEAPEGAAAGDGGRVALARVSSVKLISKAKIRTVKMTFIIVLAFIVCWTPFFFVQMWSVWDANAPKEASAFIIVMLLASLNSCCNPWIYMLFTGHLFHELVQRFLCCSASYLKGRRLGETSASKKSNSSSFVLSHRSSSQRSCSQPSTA
#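 Assay system: CHO cell line stably expressing human OTR. Reagent: EC15 oxytocin agonist. Dosing: single dose, 3.0 µM nominal final compound concentration. Timing: compound 6 min at room temperature before oxytocin, 100 s read. Signal: kinetic Fluo-8 calcium fluorescence. Controls: oxytocin EC15 low and EC100 high.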
# CHO parental Ca = signal in parental CHO cells, OX1R antagonist counter-screen. AID 463079. parental CHO-K1, ATP-induced calcium, Fluo-8 fluorescence. 330,000 tested, 0.63% active. inhibition, % at 5.6 µM;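 active = inhibition above that plate's mean sample inhibition plus 3 SD, cut at about 26% in these data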;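 note: 0% = ATP-challenged DMSO wells and 100% = DMSO wells without ATP; some compounds past the cut are filed as inactive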
#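 Material – parental CHO cells · Reagent – ATP stimulus · Compound – single nominal dose of 5.6 µM per compound · Detection – Fluo-8 fluorescence · Read-out basis – percent inhibition of calcium signal · Controls – ATP-challenged DMSO wells low, unchallenged DMSO wells high · Repeats – no replicates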
# * hit, by the source's call; . = no result given. Hits appear at their usual frequency; overall some 4.2% were active at least once.
# Below each SMILES: TAAR1 antagonist, CHRM1 agonist, CHRM1 antagonist, TAAR1 ag, M1 PAM parental, CHO-K1 Ca antag, CHO-K1 Ca ag, OXTR potentiator, CHO parental Ca
Cc1ccc(-c2nn(CCC(=O)O)cc2/C=C\C(=O)c2ccc(Br)cc2)cc1
 : 7, -5, 1, 0, 9, -17, 0.5, -3, -10
CC(OC(=O)C1=COCCO1)C(=O)Nc1cc(S(=O)(=O)N2CCCCC2)ccc1Cl (stereo not given)
 : 4, -13, -8, 4, 12, -10, 1.1, -2, -13
O=C(c1ccco1)N1CCN(C(=O)C2CC(=O)N(c3ccc(Cl)cc3)C2)CC1 (stereo not given)
 : -37, -4, 10, 3, -13, 4, -0.4, -4, -13
CCOC(=O)N1CCC(NC(=O)C2CCN(S(=O)(=O)N3CCC(C)CC3)CC2)CC1
 : ., -6, -8, ., 16, -10, 1.1, 2, -15
O=C(CN1C(=O)NC2(CCCc3ccccc32)C1=O)N1CCc2ccccc2C1 (stereo not given)
 : 16, 3, -13, 25, 9, 1, 1.6, -20, -13
CCC(C)[C@H](N)c1cn([C@@H](Cc2ccc(O)cc2)C(=O)N2CCNCC2)nn1 (stereo not given in full)
 : -6, -5, -1, 8, -9, -4, 0.2, -8, -6
CCCCCCN1C[C@H](O)[C@@H](n2cc(-c3ccc(F)cc3)nn2)C[C@@H]1c1ccccc1
 : 3, -6, -2, 1, 17, -18, 0.7, ., .
Cc1cccc(/C=N\Nc2cn[nH]c(=O)c2Cl)c1
 : 70*, -8, -11, 53*, 15, -21, -0.3, 1, -5
COc1cccc(Nc2nc3ccccc3nc2NS(=O)(=O)c2cccs2)c1
 : 19, -2, -5, 7, 20, -2, 1.8, -22, 8
CCc1nc2ccc(C(=O)NCc3cccs3)cn2c1N(CC)CCOC
 : -5, -4, -8, -1, 25, 6, 4.5, ., .
CCOC(=O)N1CCN(C(=O)Cn2ncn3nc(-c4cccs4)cc3c2=O)CC1
 : -1, -2, -5, -2, 9, 4, -0.1, -4, -11
Cc1cc(NC(=O)COC(=O)c2c(C)noc2C)ccc1Br
 : 35, -11, -3, 5, 3, -8, 4.1, -13, -5
COc1ccc(-c2nn(-c3ccccc3)cc2C(=O)N2c3ccc(C)cc3C3CN(C)CCC32)cc1 (stereo not given)
 : 0, -6, -4, 3, 11, -4, 0.4, -12, -9
C[C@H]1CN([C@@H](C)CO)S(=O)(=O)c2ccc(Br)cc2O[C@@H]1CN(C)C(=O)c1cccnc1
 : -9, -3, -12, 1, 23, -19, 0.4, ., .
COc1cc(NC(=O)COC(=O)c2ccc(C)c(S(=O)(=O)N3CCCCC3)c2)c(C)cc1[N+](=O)[O-]
 : -14, -8, 0, 1, 19, -7, 2.8, -14, -17
O=C(/C=C/c1ccccc1)Nc1ccc(Cl)cn1
 : -3, -6, -6, 2, 7, -4, -0.3, ., .
CCCc1nnc(NC(=O)CCCC(=O)O)s1
 : -4, 0, -14, 5, -2, -2, -0.3, -9, -6
CN(CC(=O)Nc1ccccc1Sc1ccccc1)Cc1nc2ccccc2c(=O)[nH]1
 : 16, -6, 5, 7, 24, -8, 4.9, -12, -23
Cc1ccc(NC(=S)NC(=O)c2ccc(-c3ccc(Cl)cc3)o2)c(O)c1
 : -13, -7, -8, 1, 18, -10, 0.5, -1, -5
COC(=O)C1=C(C)N=C2SCCC(=O)N2C1/C=C/c1ccccc1 (stereo not given)
 : -8, -6, 13, -3, 17, -10, -0.3, 8, -27
CC(C)NC(=O)COC(=O)/C=C/c1ccco1
 : 8, -1, -2, 0, 3, 13, 0.4, -6, 4
O=C(NC(=O)c1ccc(Cl)c(Cl)c1)OC1CCS(=O)(=O)C1 (stereo not given)
 : 2, -4, -5, 15, 10, 0, 0.1, -4, 6
NC(Cc1ccccc1)c1csc(Nc2cc(Oc3ccccc3)ncn2)n1 (stereo not given)
 : 50*, 3, 13, 70*, 5, 5, 2.8, ., .
CCOC(=O)c1[nH]c(C)c(C(=O)N2CCN(c3ccc(OC)cc3)CC2)c1C
 : -22, -6, -6, 8, 4, -4, 0.0, -17, -17
CCn1c(SCC(=O)Nc2ccc3c(c2)OCCO3)nnc1-c1ccccn1
 : 7, -1, -2, 5, 17, -43, 1.2, -3, 4
COc1ccc(-n2c(SCC(=O)Nc3cccc(S(N)(=O)=O)c3)nc3ccccc3c2=O)cc1OC
 : -9, -4, -11, 0, 13, -7, 0.0, -6, 1
COCCn1nnnc1C(c1cc2c(C)cc(C)cc2[nH]c1=O)N1CCCCCC1 (stereo not given)
 : ., -6, 11, ., -8, -5, -0.6, -7, -6
Cc1ccc(Cl)cc1NC(=O)COc1ccccc1
 : -16, 0, -25, 4, -6, -8, 0.0, 5, -5
COC(=O)N/N=C1/C/C(=N\NC(=O)OC)c2ccccc21
 : -26, -6, -4, 4, 14, 3, -0.1, 2, 2
CC(C)CNC(=O)COC(=O)c1cncc(Br)c1
 : 6, -5, 5, 7, 19, -10, 0.2, 1, 0
O=C(O)C1=CC[C@@H](c2ccc(Cl)cc2)N(S(=O)(=O)c2ccc(Cl)cc2)[C@H]1c1cccc(Cl)c1
 : 64*, -2, -14, 6, 1, -13, -0.8, -20, 78*
CC(O)CNCCOc1cccc(Oc2ccccc2)c1 (stereo not given)
 : -22, -7, 12, 5, 11, -2, 1.5, 0, 3
C[C@H](NC(=O)c1ccco1)C(=O)NCc1cccs1
 : 9, -2, 7, 3, 2, 2, 0.0, -5, 0
COc1ccc(CCNc2ccc(C(CC(N)=O)NC(=O)Cc3ccc(Br)cc3)cc2[N+](=O)[O-])cc1 (stereo not given)
 : 1, -2, 16, 6, -6, 0, 0.0, -6, -14
CC12CCC(C(=O)N(CSC(=S)N/N=C\c3ccccc3Cl)C1=O)C2(C)C (stereo not given)
 : 6, -4, -7, -1, 11, -8, 0.2, -11, 2
Cc1cccc(NC(=O)c2ccccc2OCC(=O)c2ccccc2)c1
 : 34, -2, -2, 11, 11, 4, 0.0, -6, -5
CCOc1ccc(NC(=S)Nc2ccc(OC(F)(F)F)cc2)cc1
 : 29, -2, 2, 9, 22, -8, 1.8, -8, -1
CN1OC[C@@H]2CN(S(=O)(=O)c3ccccc3)[C@H](c3ccccc3Br)C[C@@H]21
 : -18, -4, 0, 4, 10, 12, 0.1, ., .
N#CC1=C(N)Oc2cc(N)ccc2C1c1cccc(F)c1 (stereo not given)
 : -24, -4, -9, 2, 22, -13, 2.5, -9, 1
O=C(NC(=S)Nc1ccc(-c2ccc(CO)o2)cc1)c1cccs1
 : ., -3, 0, ., 9, -6, -0.3, -4, -7
BrC(=C\c1ccccc1)/C=N/Nc1nc(N2CCOCC2)nc(N2CCOCC2)n1
 : 9, -2, -5, 4, 7, 5, 1.1, 0, -22
C=CCn1c(CCC(O)COCCCCC)n[nH]c1=S (stereo not given)
 : -29, -3, -8, 6, -19, 2, 0.3, 8, -19
Cc1csc(NC(=O)c2cc[n+]([O-])cc2)n1
 : 4, -4, -15, 7, 22, -15, 0.5, -4, -6
COc1ccc2oc(C(=O)NCC(Cc3ccccc3)N(C)C)c(C)c2c1 (stereo not given)
 : -7, -7, -9, 3, 8, -8, 2.9, -12, -21
COc1ccc(C(=O)NNS(=O)(=O)c2ccccc2)cc1
 : 1, -8, -18, 0, 29, -10, 1.2, -3, 2
Cc1cc2ccccc2n1CCNC(=O)c1cccs1
 : -1, -1, -7, 2, -8, 11, 1.3, -3, -16
CCOC(=O)c1nnc(-c2ccccc2)nc1NCc1ccc(Cl)cc1
 : -9, -2, -5, 7, 18, -13, 0.3, -3, -26
CCCCSc1n[nH]c(N)n1
 : 0, -4, -3, 7, -3, 1, -0.1, -8, 4
COc1ccc2oc3cc(NCCN(C)C)ccc3c(=O)c2c1
 : 6, -1, 4, 0, -4, 6, -0.1, ., .
CC(C)c1ccc(/C=C(/C#N)c2nnc(NC(=O)c3ccccc3)s2)cc1
 : 4, -9, -14, 0, 13, 2, 0.0, 6, 0
O=C(COC(=O)CNC(=O)c1ccc(Br)o1)Nc1ccccc1OC(F)F
 : -23, -3, 2, 2, 7, -9, 0.7, -8, -11
CCOc1cc(NS(=O)(=O)c2ccc(Cl)cc2)c(OCC)cc1NC(=O)CC(C)C
 : 13, -7, -8, 5, 8, -4, 0.2, -2, -12
CCOC(=O)c1ccc2c(c1)N(CC)C(=O)c1ccccc1S2
 : ., -8, -22, ., 16, -16, -0.7, -6, -23
COC(=O)Cn1nc(-c2ccccc2)c2cc(Cl)ccc21
 : 17, -6, 15, 1, 4, -10, 0.5, -2, -28
COc1ccc(C(=O)NC(C)c2ccc(-n3ccnc3)cc2)cc1[N+](=O)[O-] (stereo not given)
 : -8, -9, -3, 2, -1, -9, 6.7, -9, -11
CCOC(=O)c1c(C)[nH]c(C)c1S(=O)(=O)N1CCN(c2cccc(C)c2)C(C)C1 (stereo not given)
 : -26, -1, -6, -3, 20, -8, 0.9, -7, -19
O=C(c1ccc2c(=O)n(-c3ccccc3)c(=O)[nH]c2c1)N1CCCCC1
 : -6, -1, -6, -2, -13, 0, 2.2, -3, -1
COc1cc(C2NC(=O)NC(O)(C(F)(F)F)C2C(=O)c2cccs2)ccc1O (stereo not given)
 : -3, -6, -10, 5, 6, -9, 0.1, -3, -4
COc1ccc(N(C(=O)Cn2nnc3ccccc32)C(C(=O)NCc2ccco2)c2cccnc2)cc1 (stereo not given)
 : -12, -6, -19, 2, -8, -9, 0.6, -2, -30
CCOc1ccc2nc(NC(=O)C3CCCO3)sc2c1 (stereo not given)
 : -9, -6, -12, -1, -1, -7, 1.2, -10, -4

# Further entries follow.
# Below each SMILES: TAAR1 antagonist, CHRM1 agonist, CHRM1 antagonist, TAAR1 ag, M1 PAM parental, CHO-K1 Ca antag, CHO-K1 Ca ag, OXTR potentiator, CHO parental Ca
CS(=O)(=O)N(CC(=O)NCc1ccncc1)c1cc(Cl)ccc1Cl
 : -2, 4, 5, 2, -15, 1, 0.0, -2, 6
CCC(=O)Nc1ccc(C(=O)NNC(=O)COc2cc(C)ccc2C)cc1
 : -23, -3, 2, 3, -10, 8, 0.1, -4, 3
CCN(CC)C(=O)Cn1cnc2ccccc2c1=O
 : 9, -4, 2, 0, -2, 7, -0.1, -6, -7
O=S(=O)(NCc1ccc2c(c1)OCO2)c1ccc(F)c(F)c1
 : -18, 0, -12, 0, -10, 1, 0.5, -13, -9
O=C(c1ccc(-c2ccc([N+](=O)[O-])cc2)o1)N1CCCC(C(F)(F)F)C1 (stereo not given)
 : 9, -5, 2, -1, 2, -2, 0.8, 0, -11

# High-throughput results deposited in PubChem by The Scripps Research Institute Molecular Screening Center.
